GAA inhib = alpha-glucosidase (human) inhibition. Potency, µM (doses to about 76.9 µM), for inactives: at the top dose activity change, negative = inhibition, most hits filed as inhibitors. P10253. purified human GAA, 4-MU-alpha-glucoside fluorescence. 0.005% of 200,000 active;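 note: plate controls were uninhibited enzyme wells for no effect and no-enzyme background for full effect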
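Enzyme (4 nM final) mixed with compound (up to 77 uM), then 4-MU-alpha-D-pyranoside (400 uM final) added; 20 min at room temperature, pH 5.0. Reaction stopped at pH 10, fluorescence read, AC50 derived by Hill fit.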
RGS12 GoLoco inh = blocks human Gai1 binding to RGS12 GoLoco peptide, red readout. P63096. AID 880. 0.44% of 230,000 active. Gai1:RGS12 GoLoco peptide FP, rhodamine, 10 min. Potency, µM (doses to about 61.6 µM), inactives show at the top dose activity, negative = inhibition, most hits filed as inhibitors; active = well fitted inhibition curve with a large enough effect, not every such curve was filed as active; inactive = no such curve, though single readings can be large or run the other way; note: % is set by controls: 0 for no effect and ±100 for the full control effect; nearly all actives have a fitted effect of over 30% in size; many of its hits are not listed in these tables
Target sequence (P63096 whole entry, looked up): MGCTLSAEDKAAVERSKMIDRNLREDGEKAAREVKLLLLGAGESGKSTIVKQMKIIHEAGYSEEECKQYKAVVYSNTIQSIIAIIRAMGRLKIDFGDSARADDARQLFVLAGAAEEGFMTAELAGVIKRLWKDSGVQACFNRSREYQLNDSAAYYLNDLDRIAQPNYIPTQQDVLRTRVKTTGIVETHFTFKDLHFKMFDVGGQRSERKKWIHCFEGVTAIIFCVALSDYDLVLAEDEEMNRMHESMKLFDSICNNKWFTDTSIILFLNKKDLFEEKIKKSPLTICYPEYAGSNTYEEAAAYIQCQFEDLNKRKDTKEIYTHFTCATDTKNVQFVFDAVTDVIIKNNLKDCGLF
IMPase Li cell = IMPase inhibition in cells with lithium potentiation. CHO-M1 cells, IP1 TR-FRET (IP-One), carbachol + lithium. Potency, µM (highest dose often 59.4 µM), without a hit: top-dose activity, negative = IMPase inhibition, hits mostly inhibitors. 0.35% of 210,000 active. AID 1457;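 note: IP1 builds up when IMPase is blocked and the TR-FRET signal falls; plate controls were basal vehicle for no effect and high inhibitor control for full effect; nearly all actives have a fitted effect of over 50% in size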
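CHO cells stably expressing M1 receptor (2000/well) were cultured 16–30 h, then exposed to compounds with a small lithium addition for 30 min at 37C. IP1 was measured by TR-FRET competition; AC50 from Hill fits.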
HttQ103 aggreg = mutant huntingtin aggregation inhibition. 1.1% of 220,000 active. Potency, µM (top dose mostly 46.1 µM), inactives show top-dose activity change, negative = inhibition, hits mostly inhibitors. PC12 HttQ103-GFP aggregates, Acumen cytometry, 40 h. AID 1688; note: % is set by controls: 0 for no effect and ±100 for the full control effect; nearly all actives have a fitted effect of over 60% in size
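Quantitative HTS on tebufenozide-induced (100 nM) PC12 cells stably expressing polyQ103 Huntingtin exon 1–GFP. Reduction of bright GFP aggregates, detected by laser scanning cytometry after lysis, identified actives across the titration.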
aGlu spleen mod = lysosomal alpha-glucosidase (human) modulation; P10253; human spleen homogenate, 4-MU-alpha-glucoside fluorescence; Potency, µM (top dose mostly 79.9 µM), inactives show top-dose activity change, negative = inhibition, hits mostly inhibitors; 0.006% of 240,000 active;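 note: 0% = enzyme with vehicle and -100% = no enzyme basal signal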
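Human spleen homogenate (1 ug) with 4-methylumbelliferyl-alpha-D-glucopyranoside (1 mM final) in 50 mM citrate/phosphate pH 5.0, 0.01% Tween-20; 40 min at 37 C. Stopped at pH 10; 4-MU fluorescence Ex 365/Em 440 nm; AC50 by Hill fit.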
GAA glycogen mod = alters human alpha-glucosidase cleavage of glycogen; P10253; recombinant GAA, glycogen substrate, Amplex Red glucose oxidase fluorescence; Potency, µM (series often up to 76.4 µM), without a hit: at the highest dose activity change, negative = inhibition, actives largely listed as inhibitors; 0.38% of 300,000 active; AID 2100;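 note: 0% = full enzyme reaction and -100% = no-enzyme basal signal; the screen sought inhibitors and activators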
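Recombinant human alpha-glucosidase (4 nM final) hydrolysed bovine liver glycogen (30 ug) for 40 min at 37 C in pH 5.0 citrate/phosphate with 0.01% Tween-20. Released glucose detected by glucose oxidase/Amplex Red, Ex 573/Em 610 nm. Compounds up to 77 uM; AC50 from Hill fits.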
HTT ATP protect = Huntington cell model cytoprotection by ATP luminescence. PC12 HTT-Q103 induced, cytoprotection, ATP luminescence, 40 h. Potency, µM (highest dose often 56.4 µM), without a hit: cytoprotection (ATP increase), hits mostly activators. 0.14% of 230,000 active. AID 1471;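 note: % of control where 0% means no effect; nearly all actives have a fitted effect of over 45% in size; toxic huntingtin expression switched on by the ecdysone agonist tebufenozide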
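Compounds were screened for protection of PC12 cells against cell death after tebufenozide induction (100 nM final) of mutant Huntingtin exon 1 (Q103) fused to GFP.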
An asterisk follows results filed as active; ? = inconclusive; · = not tested or not shown; & = joins results of further samples; [ ] = remark or other dose. Unless noted, calls come from the whole dose curve; as a rule, active = well fitted curve in the direction sought with a large enough effect; inconclusive = small, poorly fitted or top-dose-only effect, or another doubt; inactive = no such curve, though single readings can be large; an effect the other way counts as inactive or inconclusive. Potency is the fitted concentration of half-maximal effect. The list is partial; rates above refer to the full screens.

Compound,GAA inhib,RGS12 GoLoco inh,IMPase Li cell,HttQ103 aggreg,aGlu spleen mod,GAA glycogen mod,HTT ATP protect
CC(C)[C@H](NC(=O)NCc1ccco1)C(=O)O,2%,2%,0%[38.3 µM],-4%,1%,-12%,-14%
CCC(=O)Nc1nc2ccccc2n1Cc1ccc(Cl)cc1,3%,22%,18%,-34%[9.22 µM],6%,-8%,-20%[10 µM]
O=S(=O)(Nc1ccccc1N1CCCCC1)c1ccc(Cl)s1,-4%,23%,4%[38.3 µM],-2%[9.22 µM],-6%,-6%,28%
COC(=O)c1sc(-c2ccccc2)cc1NC(=O)c1ccccc1,-8%,-10%,?,-12%,0%,12%,0%[10 µM]
CCCC(=O)Nc1ccc(NC(=O)c2ccccc2Cl)nc1,-1%,-4%,17%[38.3 µM],-14%,-8%,1%,-52%[inhibitor][10 µM]
Cc1cccc(N2CCN(C(=O)c3cnn4c(C(F)F)cc(-c5ccccc5)nc34)CC2)c1C,-18%,24%,21%[38.3 µM],?,10%,-20%,-78%[inhibitor]
Cc1ccc(S(=O)(=O)N2c3ccccc3NC(=O)C2CC(=O)Nc2ccccc2)cc1 (centres undefined),-1%,-2%,5%[38.3 µM],23%,-3%,-7%,-10%[10 µM]
COc1ncccc1C(=O)N1CCCC(C(=O)c2cccc(OC(C)C)c2)C1 (centres undefined),7%,0%,14%,·,2%,-8%,·
Nc1nc2nonc2nc1N,2%[15.4 µM],-2%,·,-23%[9.22 µM],6%,9%,8%[10 µM]
Cc1nc(N(C)C)ncc1C(=O)O,2%,7%,7%,-4%,-10%,9%,-2%[1.9 µM]

Fetched by structure from above:
Compound,GAA inhib,RGS12 GoLoco inh,IMPase Li cell,HttQ103 aggreg,aGlu spleen mod,GAA glycogen mod,HTT ATP protect
Cc1ccc(S(=O)(=O)N2c3ccccc3NC(=O)C2CC(=O)Nc2ccccc2)cc1 (centres undefined),-1%,-2%,5%[38.3 µM],23%,-3%,-7%,-10%[10 µM]
Cc1nc(N(C)C)ncc1C(=O)O,2%,7%,7%,-4%,-10%,9%,-2%[1.9 µM]
COc1ncccc1C(=O)N1CCCC(C(=O)c2cccc(OC(C)C)c2)C1 (centres undefined),7%,0%,14%,·,2%,-8%,·

Continuation.
Compound,GAA inhib,RGS12 GoLoco inh,IMPase Li cell,HttQ103 aggreg,aGlu spleen mod,GAA glycogen mod,HTT ATP protect
Cc1cc(C(=O)NCC(c2ccco2)N(C)C)no1 (centres undefined),0%,20%,-1%,-1%,7%,2%,13%[10 µM]
COc1ccc(C(=O)C2CCCN(Cc3cnc(N4CCCC4)s3)C2)cc1OC (centres undefined),-9%,2%,7%,-19%,2%,-16%,-20%
CCCc1noc(-c2ccc(-c3ccccc3)cc2)n1,1%,-2%,3%[38.3 µM],5%,5%,-1%,-9%
O=C(COC(=O)CSc1cc(Cl)ccc1Cl)NCc1ccc2c(c1)OCO2,-5%,5%,-8%,1%,4%,5%,3%[10 µM]
CCn1c(COc2ccc(=O)n(-c3ccccc3)n2)nnc1SCc1ccccc1C,1%,6%,-2%,-7%,-3%,2%,16%[10 µM]
O=C(Sc1ccc(Cl)cc1)c1cccc(Cn2cc(C(F)(F)F)ccc2=O)c1,-14%,0%,·,4%[9.22 µM],3%,-3%,7%[10 µM]
CC(C)c1nc(SCC(=O)Nc2ccc([N+](=O)[O-])cc2Br)n[nH]1,-5%,-19%,5%,-30%,2%,4%,-39%
Cc1ccc(NS(=O)(=O)c2cc(C(=O)NCCSc3ccc(C)cc3)ccc2C)cc1,-3%,3%,10%[38.3 µM],?,-8%,-6%,-60%[inhibitor]
Cc1cc(C)c(S(=O)(=O)N2CCCC(C(=O)NCCC3=CCCCC3)C2)c(C)c1 (centres undefined),-2%,-4%,6%[38.3 µM],-27%,2%,-5%,-40%[inhibitor]
Cc1nnc(NC(=O)Nc2ccc(Cl)c(Cl)c2)s1,-3%,-6%,4%[38.3 µM],?,4%,1%,6%
CCn1c(SCC(=O)N/N=C/C=C\c2ccccc2[N+](=O)[O-])nc2ccccc21,-3%,0%,27%[38.3 µM],8%,-10%,-1%,-4%[10 µM]
COc1cccc(CCNc2ccc(N3C(=O)CC(C)C3=O)cc2[N+](=O)[O-])c1 (centres undefined),-9%,5%,2%,-8%,-12%,-3%,-36%[inhibitor]
Cc1ccc(S(=O)(=O)N2C(=O)CCC2C(=O)N2CCN(C)CC2)cc1 (centres undefined),8%,-2%,-7%[38.3 µM],9%,-4%,5%,0%
COc1c(C)cc(C(=O)C2CCCN(C(=O)C3=C(C)OCCO3)C2)cc1C (centres undefined),·,5%,2%,19%[9.22 µM],-1%,0%,0%[10 µM]
Cc1cc(C)n(CCSCC(=O)O)n1,-2%,11%,27%[38.3 µM],2%,-18%,11%,-4%
Cc1ccc(N(CC(=O)Nc2c(C)n(C)n(-c3ccccc3)c2=O)S(C)(=O)=O)cc1C,-4%,-6%,-5%,?,-12%,-3%,32%[10 µM]
CCc1ccc(-c2ccc(C(=O)O)c(C)n2)cc1,-2%,-6%,2%,0%,-1%,8%,3%[10 µM]
O=C(O)CCCCC(=O)O,·,-4%,10%,5%,1%,·,-6%
CC(=O)Nc1cccc(C(=O)Nc2cccnc2)c1,-2%,4%,-9%,7%,-7%,-2%,-8%
CCNC(=O)CC1C(=O)N(CC)C(=S)N1NC(=O)c1ccccc1 (centres undefined),·,-13%,·,15%[9.22 µM],7%,6%,23%[10 µM]
O=C(CCN1C(=O)C2C3CCC(C3)C2C1=O)Nc1ccc([N+](=O)[O-])cc1 (centres undefined),3%,-18%,10%,1%,6%,5%,14%[10 µM]
CCOC(=O)CNC(=O)C(NC(=O)C1CCC(C)CC1)C(C)CC (centres undefined),-6%,7%,14%[38.3 µM],18%,-1%,7%,8%
O=C1CC(N2CCCCC2)C(=O)N1c1ccccc1 (centres undefined),1%,-7%,4%,-11%,-1%,3%,-12%[10 µM]
COc1cc(OC)cc(C(=O)N[C@H](C(=O)Nc2cc(C)cc(C)c2)C(C)C)c1,4%,0%,6%,1%,0%,0%,-18%
COc1ccc(-c2nc(N)nc(C)c2Oc2ccccc2Br)c(O)c1,-15%,7%,44%[activator][38.3 µM],-15%,-2%,-4%,-48%[inhibitor][0.074 µM]
CC(C)Cn1c(C(C)NC(=O)Cc2ccccc2)nc2ccccc21 (centres undefined),1%,6%,28%[38.3 µM],-8%,-18%,4%,-16%[10 µM]
Clc1ccccc1CSc1nnc(-c2ccccn2)n1Cc1ccco1,1%,13%,6%[38.3 µM],-16%,-1%,-2%,-8%[0.074 µM]
CN(C)S(=O)(=O)c1cccc(C(=O)Nc2cc(Cl)cc(Cl)c2)c1,-4%,6%,28%[38.3 µM],?,-2%,-3%,-22%
CC#CCN1c2ccccc2[C@]23C[C@@H](C(=O)OC)N(C(=O)C4CCC4)C2=NC(C(=O)OC)=C(C(=O)OC)[C@H]13,·,9%[14.2 µM],9%,-8%[9.22 µM],3%[17.4 µM],-4%,-18%&4%[10 µM]
COc1ccc(C)cc1NC(=O)Nn1cnnc1,0%,4%,17%[38.3 µM],2%,-4%,-2%,3%
Cc1csc(NC(=O)Nc2ccccc2[N+](=O)[O-])n1,-2%,29%,-9%,-21%,0%,-2%,-137%[inhibitor]
O=C(CN1C(=O)CCSc2ccccc21)Nc1ccccc1,1%,8%,3%[38.3 µM],5%,-11%,-2%,-32%
O=C(Cn1nc(-c2ccccc2F)ccc1=O)Nc1ccc(S(=O)(=O)N2CCCCCC2)cc1,?,19%,-5%,0%,-12%,-7%,3%[10 µM]
O=C(O)c1ccnc(C(=O)O)c1,-6%,-5%,-9%[38.3 µM],13%,-7%,11%,-18%
CCN(c1ccccc1)S(=O)(=O)c1ccc(OC)c(OC)c1,-4%,-1%,-2%[38.3 µM],4%,2%,8%,10%
COc1ccccc1CN(Cc1nc2ccccc2c(=O)[nH]1)C(=O)Nc1ccccc1,-3%,4%,5%,1%,-1%,3%,-4%[10 µM]
CCOC(=O)COc1ccc(S(=O)(=O)Nc2ccc3c(c2)OCCO3)cc1,-2%,4%,6%[38.3 µM],-10%,-4%,-24%,2%
CC(=O)NNC(=O)c1nc(-c2ccccc2)c(C)o1,-2%,1%,·,14%[9.22 µM],-9%,-10%,11%[10 µM]
CN(C(=O)COC(=O)c1n[nH]c2ccccc12)c1ccccc1,-1%,1%,5%,?,-4%,-2%,-28%
CCOc1ccc2nc(N3C(=O)/C(=C/c4ccccc4)NC3=S)sc2c1,?,·,·,-32%,-7%,16%,-9%[10 µM]
COc1ccc(C(=O)OCC(=O)NCCCc2ccccc2)cc1[N+](=O)[O-],-7%,1%,10%,-9%[9.22 µM],0%,-6%,-8%
COc1c(C)cc(C(=O)C2CCCN(Cc3cnc(N4CCOCC4)s3)C2)cc1C (centres undefined),?,9%,10%,24%[9.22 µM],4%,-4%,14%[10 µM]
Cc1cc(C)c(CN2CCC(CO)(CCOc3ccccc3)CC2)cc1C,-9%,2%,·,-4%,-6%,14%,-15%
O=C(Oc1ccc(-c2nnco2)cc1)N1CCCCC1,-9%,8%,18%[38.3 µM],-14%,2%,3%,0%
CCCOc1ccc(Cc2c(Cl)nc(SC)nc2OC)cc1,-11%,12%,8%,-9%,-24%,19%,18%[10 µM]
Cc1noc(C)c1CSc1nc2ccccc2n1CCc1ccccc1,-4%,14%,22%[38.3 µM],14%,-6%,-6%,-20%[0.074 µM]
O=C(/C=C/c1cccs1)N1CCC2(CC1)Oc1ccc(F)cc1C(=O)C21CC(c2ccccc2)=NO1 (centres undefined),·,3%,·,-43%[9.22 µM],-2%,1%,-7%[10 µM]
Cn1nc(-c2ccc(Cl)cc2)c2cc(C(=O)NCCCN3CCCC3)sc21,-6%,27%,8%[38.3 µM],7%,7%,16%,-59%[inhibitor]
O=C(NCc1cccc(Cl)c1)c1cc(COc2ccc3ncccc3c2)on1,-8%,17%,25%,-4%[9.22 µM],1%,2%,-2%[10 µM]
CCn1c(COc2ccccc2C)nnc1SCC(=O)OC,6%,11%,3%[38.3 µM],-8%,-2%,-10%,3%[10 µM]

Screens (PubChem BioAssay)
